GSTO1 counter = inhibitors of recombinant GSTO1, primary screen, counter-screen for RBBP9 inhibitor project, biochemical, fluorescence polarization; inhibition, % at 5.96 µM; Glutathione S-transferase omega-1 (Homo sapiens), P78417; actives 1.1% (n = 300,000); activity-based probe fluorescence polarization;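 active means inhibition above the campaign mean inhibition plus 3 SD, cut at about 35% in these data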;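 further: 0% = GSTO1-1 with DMSO and 100% = wells lacking GSTO1-1 enzyme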
Target sequence (P78417 whole entry, looked up): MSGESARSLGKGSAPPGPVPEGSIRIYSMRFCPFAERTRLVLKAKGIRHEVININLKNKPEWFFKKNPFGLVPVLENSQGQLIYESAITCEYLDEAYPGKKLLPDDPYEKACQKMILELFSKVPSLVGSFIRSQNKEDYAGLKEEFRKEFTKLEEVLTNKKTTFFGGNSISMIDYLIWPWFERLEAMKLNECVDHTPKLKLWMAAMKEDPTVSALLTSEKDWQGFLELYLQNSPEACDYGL
pPAFAH inh = pPAFAH enzyme inhibitors, primary screen, biochemical, fluorescence polarization, human; recombinant pPAFAH, FP-rhodamine probe fluorescence polarization; inhibition, % at 3.39 µM; actives 1.5% (n = 330,000);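 active means inhibition above the mean inhibition across the screen plus 3 SD, cut at about 25% in these data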;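 further: inhibitors block binding of the rhodamine activity-based probe so polarization drops; 0% = enzyme with DMSO and 100% = wells lacking pPAFAH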
LYPLA2 counter = LYPLA2 inhibitors, primary screen, counter-screen for PME1 inhibitor project, biochemical, fluorescence polarization, FP-Rh probe ABPP | inhibition, % at 5.9 µM | AID 2177, 2009 | Acyl-protein thioesterase 2 (Homo sapiens), O95372 | actives 0.38% (n = 320,000) | recombinant LYPLA2;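 active means inhibition above the screen-wide mean plus 3 SD, limit set per campaign, cut at about 26% in these data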;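 further: 0% = LYPLA2 with DMSO and 100% = wells lacking LYPLA2 enzyme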
PAD4 FP inh = human PAD4 inhibitors, primary screen, biochemical, fluorescence polarization, 1536-well format; actives 0.41% (n = 330,000); AID 485272, 2010; Protein-arginine deiminase type-4 (Homo sapiens), Q9UM07; inhibition, % at 6.36 µM; recombinant PAD4, RCA probe fluorescence polarization;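 active means percent inhibition above a cutoff equal to the mean of all tested compounds plus 3 SD, cut at about 15% in these data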;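 further: 0% = PAD4 with RCA probe and DMSO and 100% = probe without PAD4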
LYPLA1 inh = LYPLA1 inhibitors, primary screen, counter-screen for PME1 inhibitor project, biochemical, fluorescence polarization, FP-Rh probe ABPP; actives 0.16% (n = 320,000); recombinant LYPLA1; inhibition, % at 5.9 µM;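 active means inhibition above the mean of all tested compounds plus 3 SD, set per campaign, cut at about 14% in these data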;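 further: inhibitors block serine hydrolase probe labeling of LYPLA1 so polarization falls; 0% = enzyme with DMSO and 100% = wells lacking LYPLA1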
Target sequence (O75608 whole entry, looked up): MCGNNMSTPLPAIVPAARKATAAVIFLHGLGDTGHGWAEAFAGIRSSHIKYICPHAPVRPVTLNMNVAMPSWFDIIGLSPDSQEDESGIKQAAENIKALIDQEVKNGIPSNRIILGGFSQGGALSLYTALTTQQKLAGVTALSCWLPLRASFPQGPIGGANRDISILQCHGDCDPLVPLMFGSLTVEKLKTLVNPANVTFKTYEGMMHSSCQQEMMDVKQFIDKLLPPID
PME-1 primary = PME-1 inhibitors via competitive probe labeling, primary screen, biochemical, fluorescence polarization, FP-Rh probe, HTS | Protein phosphatase methylesterase 1 (Homo sapiens), Q9Y570 | recombinant PME-1 | inhibition, % at 5.9 µM | actives 0.53% (n = 320,000);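 active means inhibition above the campaign mean of all compounds plus 3 SD, cut at about 26% in these data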;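 further: competitive labeling of PME-1 active site by serine hydrolase directed probe; 0% = PME-1 with DMSO and 100% = wells lacking PME-1 enzyme; inhibitors block probe labeling so polarization falls and inhibition rises; many of its hits are not listed in these tables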
PAFAH1B3 inh = PAFAH1B3 enzyme inhibitors, primary screen, biochemical, fluorescence polarization, human. recombinant PAFAH1B3, FP-rhodamine probe. inhibition, % at 3.39 µM. actives 0.28% (n = 340,000). AID 492972, 2010;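 active means inhibition above the screen-wide average of all tested compounds plus 3 SD, cut at about 25% in these data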;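 further: 0% = enzyme with DMSO only and 100% = wells lacking PAFAH1B3 protein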
Target sequence (Q15102 whole entry, looked up): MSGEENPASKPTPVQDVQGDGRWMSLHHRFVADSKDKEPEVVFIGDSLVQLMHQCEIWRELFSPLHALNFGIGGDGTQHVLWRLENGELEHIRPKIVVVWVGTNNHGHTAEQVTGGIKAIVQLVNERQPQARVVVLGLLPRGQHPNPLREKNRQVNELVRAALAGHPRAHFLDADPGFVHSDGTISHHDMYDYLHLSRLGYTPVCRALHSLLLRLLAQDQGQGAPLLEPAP
PAFAH1B2 FP inh = PAFAH1B2 enzyme inhibitors, primary screen, biochemical, fluorescence polarization, human. recombinant PAFAH1B2, FP-rhodamine activity probe. inhibition, % at 3.39 µM. actives 1.2% (n = 340,000). AID 492953, 2010;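 active means inhibition above the mean of all tested compounds plus 3 SD, cut at about 24% in these data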;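 further: 0% = enzyme with DMSO and 100% = wells lacking PAFAH1B2; many of its hits are not listed in these tables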
Target sequence (P68402 whole entry, looked up): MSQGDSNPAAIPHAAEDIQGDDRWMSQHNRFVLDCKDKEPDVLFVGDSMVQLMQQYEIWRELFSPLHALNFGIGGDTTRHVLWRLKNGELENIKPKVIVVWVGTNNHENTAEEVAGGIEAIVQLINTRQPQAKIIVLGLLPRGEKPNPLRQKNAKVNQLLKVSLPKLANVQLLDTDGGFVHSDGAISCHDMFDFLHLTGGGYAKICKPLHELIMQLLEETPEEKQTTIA
PAFAH2 FP inh = PAFAH2 enzyme inhibitors, primary screen, biochemical, fluorescence polarization, human | Platelet-activating factor acetylhydrolase 2, cytoplasmic (Homo sapiens), Q99487 | recombinant PAFAH2, FP-rhodamine activity probe | actives 0.99% (n = 340,000) | inhibition, % at 3.39 µM;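 active means inhibition above the mean over all tested compounds plus 3 SD, cut at about 30% in these data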;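 further: inhibitors block probe labeling of enzyme so polarization drops; 0% = enzyme with DMSO and 100% = wells lacking PAFAH2 protein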
Starred values were filed as active, the others as inactive; x = no result given; & = joins results of further samples.

SMILES | GSTO1 counter | pPAFAH inh | LYPLA2 counter | PAD4 FP inh | LYPLA1 inh | PME-1 primary | PAFAH1B3 inh | PAFAH1B2 FP inh | PAFAH2 FP inh
C[N+]1(C)[C@@H]2CC[C@H]1CC(OC(=O)[C@@H](CO)c1ccccc1)C2 (some centres undefined) | -6 | 3 | -3 | -1 | -2 | -4 | 6 | 0 | -2
CCc1sc(C(=O)N2CCC3(CC2)OCCO3)cc1Br | 1 | 10 | 1 | 4 | -2 | 0 | 1 | 3 | -3
CC(/C=C(\C)Nc1ccccc1)=Nc1ccccc1 | 12 | -1 | -4 | 3 | -3 | -3 | 10 | -1 | 2
CN1C(=O)N(C)C(=O)C2(Cc3c(ccc4ccccc34)N(C)C2)C1=O | 1 | 7 | 3 | -3 | -3 | 7 | 3 | 1 | -4
COc1ccc(-c2nn(Cc3ccccc3)cc2C(=O)NC2CC2)cc1OC | x | -2 | 6 | -3 | 2 | -10 | -1 | -4 | -3
CCOc1cc2c(cc1OCC)-n1cccc1C(c1ccccc1O)NC2 (centres undefined) | 12 | -5 | 4 | 3 | -2 | -13 | 4 | 0 | 6
O=C(CN1C(=O)CN=C(c2ccccc2)c2ccccc21)NCc1ccco1 | 4 | 4 | 1 | 0 | 0 | -6 | -4 | -2 | 7
Cc1cc(/C=C2\C(=O)NC(=O)N(Cc3ccccc3)C2=O)c(C)n1-c1ccc(Cl)c(C(=O)O)c1 | 18 | 28* | 7 | -1 | 4 | -12 | 8 | 8 | 43*
Cn1c(CN2CCN(C(=O)COc3ccccc3)CC2)nc2cc([N+](=O)[O-])ccc21 | -1 | 5 | 4 | -3 | 3 | 2 | 3 | -1 | -2
C=CCn1c(O)c(C(C)=NCCCN2CCOCC2)c(=O)[nH]c1=O | 8 | 9 | 2 | -2 | -3 | -7 | 0 | 5 | 2
CCOP(=O)(OCC)C(NC(=O)CC(C)C)C(Cl)(Cl)Cl (centres undefined) | -8 | -5 | 3 | -3 | -1 | -2 | 5 | 1 | -1
Cc1ccc2c(c1)CC1(CN2C)C(=O)NC(=O)N(c2ccc(C)c(C)c2)C1=O (centres undefined) | 12 | 10 | 5 | -4 | 1 | -4 | 10 | 10 | 6
O=C1/C(=C\c2ccc(Cl)c(Cl)c2)N2CCC1CC2 | -11 | -1 | -8 | 0 | 1 | -1 | -5 | 4 | 1
Fc1ccc(CNC2CN3CCC2CC3)cc1 (centres undefined) | 6 | -3 | 4 | 1 | 3 | 4 | 7 | 4 | 0
CC(=O)Nc1nnc(CCN(CCc2nnc(NC(C)=O)s2)[N+](=O)[O-])s1 | -6 | -6 | -2 | 0 | -1 | -5 | 7 | 5 | -2
C[C@]12N[C@H](Cc3ccccc31)c1ccccc12 | -3 | 2 | 3 | 4 | 1 | -3 | 9&5 | 1&-5 | 1&3
O=C(COc1ccccc1)N1CCN(C2CCCC2)CC1 | 1 | 4 | -1 | 0 | 4 | -5 | 1 | -4 | -4
Cn1c(O)c(/C=N/N2CCOCC2)c(=O)n(C)c1=S | 8 | 1 | 9 | 2 | 6 | -2 | -8 | 4 | -2
CCC(C)N1Cc2ccccc2C1=N (centres undefined) | 3 | 4 | 3 | -3 | 2 | -1 | 11 | 3 | 2
CN(C)P(=O)(C(Cl)=C(N1CCCCC1)N1CCCCC1)N(C)C | -4 | 0 | 3 | -5 | 2 | -3 | -2 | 1 | 1
N#Cc1ccccc1NC(=O)CN1CC=C(c2ccccc2)CC1 | -5 | 4 | 5 | -5 | 1 | -1 | 7 | 3 | -4
Cc1ccc(C2CN(C)CC2C(=O)c2ccc(F)cc2)cc1 (centres undefined) | -4 | 2 | 1 | 0 | 0 | -1 | 5 | 6 | -2
CCC(=NCc1ccco1)c1c(O)[nH]c(=O)[nH]c1=O | -5 | 1 | 2 | 0 | 1 | 2 | 2 | -2 | -13
Clc1cccc(CNCCc2c[nH]c3ccccc23)c1 | 1 | 4 | 7 | 0 | -3 | 4 | 9 | 6 | 7
COc1ccc(CC(=O)Nc2ccc3c(C(F)(F)F)cc(=O)oc3c2)cc1OC | -4 | 1 | -1 | 1 | -1 | -3 | -1 | -1 | -1
O=C1NC(=O)N(Cc2ccc(F)cc2)C(=O)/C1=C\c1ccc([N+](=O)[O-])s1 | 13 | 26* | -9 | -56 | -10 | 2 | 22 | 34* | 56*
C[C@]12CC[C@H](O)C[C@H]1CC[C@@H]1[C@@H]2CC[C@]2(C)[C@@H](C3=CC(=O)OC3)CC[C@]12O | -2 | 1 | -1 | -2 | 1 | 2 | -7 | 3 | -9
CN(C)C(=O)Oc1ccnc2cc(Cl)ccc12 | -11 | 6 | 6 | 2 | 5 | -7 | -1 | 2 | -4
CNS(=O)(=O)c1ccc(N=Cc2c(O)n(-c3ccccc3)c(=O)[nH]c2=O)cc1 | -1 | -4 | 6 | -2 | 2 | 4 | 3 | 3 | 3
CC(C)n1c(=O)c(C=Nc2cccc([N+](=O)[O-])c2)c(O)n(CCc2ccccc2)c1=O | 5 | 5 | 1 | -2 | -6 | -2 | 9 | 1 | -9
ClCC(Br)CBr (centres undefined) | x | 6 | 2 | -4 | -3 | -1 | 13 | 8 | -5
CCC1(C2=NCCN2)Cc2ccccc2O1 (centres undefined) | -2 | 3 | -5 | 6 | 1 | -1 | 1 | 1 | 4
COC(=O)C1=C(c2cccc(OC)c2OC)C[C@@H]2CC[C@H]1N2C(=O)NCC1CC1 | -5 | 7 | 0 | -5 | 4 | -3 | 2 | 3 | 6
COC(=O)C1=C(c2ccc(F)cc2OCc2ccccc2)C[C@@H]2CC[C@H]1N2C(=O)NCc1ccc2[nH]ccc2c1 | x | 4 | -3 | 3 | -7 | -1 | 5 | 9 | 10
O=C(NC1CN2CCC1CC2)c1cccc(Cl)c1 (centres undefined) | 8 | 1 | -2 | -2 | 3 | 2 | 5 | 2 | -1
N=C1C(c2ccccc2)=C(O)CN1Cc1ccco1 | 15 | 0 | 3 | 0 | -1 | -5 | 9 | -4 | 6
O=S(=O)(F)c1ccc2nc(-c3cccc(Sc4ccccc4)c3)cc(Cl)c2c1 | 4 | 1 | -8 | 3 | -3 | 0 | 10 | 0 | 4
CCCOC(=O)c1ccccc1C(=O)OCCC | x | -1 | -1 | -4 | -2 | 0 | 7 | 2 | 4
CN(C(=O)Oc1ccc(Cl)c2cccnc12)c1ccccc1 | 7 | -3 | 5 | 3 | 3 | -3 | 4 | 4 | 1
CO[C@@H]1C=CC23c4cc5c(cc4CO[C@]2(O)CN(C)[C@H]3C1)OCO5 (some centres undefined) | x | -2 | x | -4 | x | x | 8 | 0 | -11
C=C(C)CSc1nnc([C@@H](N)Cc2c[nH]c3ccccc23)o1 | -2 | 6 | 0 | -5 | -1 | 5 | -6 | 2 | 2
Cc1ccc(-n2c(O)c(/C=N/Nc3ccccc3)c(=O)[nH]c2=O)cc1C | 6 | -1 | 4 | -15 | 1 | 2 | x | x | x
FC(F)=C(F)CCSc1ncn[nH]1 | 4 | 2 | 1 | 4 | 3 | -4 | 1 | 1 | 2
Cn1c(O)c(/C=N/NC(=O)c2ccncc2)c(=O)[nH]c1=S | -26 | -8 | -19 | -2 | -12 | -25 | x | x | x
Cn1cc(C=C(C#N)C#N)c2ccccc21 | 3 | 7 | 7 | -2 | 1 | 2 | 12 | 5 | 0
COC(=O)C1=C(c2ccc3ccccc3c2)C[C@@H]2CC[C@H]1N2C(=O)NCc1ccco1 | x | 8 | 5 | -1 | 0 | -2 | 8 | 2 | 1
COC(=O)C1=C(c2ccc(OC(F)(F)F)cc2)C[C@@H]2CC[C@H]1N2C(=O)N1CCOCC1 | x | 2 | 0 | -1 | 0 | -1 | -5 | 4 | 6
CC(=O)OC1N=C(c2ccccc2)c2cc(Br)ccc2N(C)C1=O (centres undefined) | -1 | 4 | 4 | -3 | -1 | 0 | 6 | 7 | 3
CCCOc1ccccc1C1SCC(=O)Nc2c1c(=O)[nH]n2C(C)CCC (centres undefined) | 1 | -3 | 3 | -6 | 2 | 4 | 9 | 2 | 5
COC(=O)C(C)NC(=S)N1CC2C[C@@H](C1)Cn1c2cccc1=O (some centres undefined) | -7 | 8 | 2 | -4 | -3 | -1 | 9 | 9 | 0
COc1ccc(CNCCc2c[nH]c3ccccc23)c(OC)c1C | -1 | 1 | 2 | -1 | 1 | 2 | 8 | 0 | 2
O=C(C1CC(c2ccc(F)cc2)=NO1)N1CCC2(CC1)OCCO2 (centres undefined) | 0 | 12 | -2 | 3 | 1 | -1 | 1 | 3 | -6
N/C(=N\[N+](=O)[O-])N1CCN(C(=O)OC2CCCC2)CC1 | 0 | 1 | -1 | -2 | -1 | 1 | 6 | -2 | 5
FC(F)(F)Oc1ccc(C2NCc3ccccc3-n3cccc32)cc1 (centres undefined) | 3 | 3 | -4 | 0 | 1 | 5 | 9 | 2 | 1
Cc1c(C(c2ccc(Br)cc2)c2c(O)c3ccccc3oc2=O)c(=O)n(-c2ccccc2)n1C (centres undefined) | 5 | 1 | 5 | 4 | 1 | -8 | 3 | 1 | 3
C=CCn1c(O)c(C(CC)=NCCc2ccccc2)c(=O)[nH]c1=O | 0 | 5 | 7 | 4 | 2 | -1 | 5 | 3 | -1
Cc1cc(C(=O)OCC(=O)Nc2ccc(F)cc2F)c(C)n1C1CC1 | x | 2 | -9 | 1 | 1 | 3 | 4 | -10 | 10
CC(C)C12CN3CCN(CC(C3)/C1=N\O)C2 | -2 | 1 | 9 | 3 | 5 | 0 | 0 | -2 | 4
Fc1ccc(Cn2nnnc2C(c2ccc(F)cc2)N2CC=C(c3ccc(F)cc3)CC2)cc1 (centres undefined) | 5 | 1 | 2 | 4 | 3 | 1 | 13 | 6 | 4
COc1ccc(OCC#CCN2CCNCC2)cc1 | -1 | 7 | -4 | -2 | -1 | -1 | 4 | 4 | 5
OC1(CN2CCOCC2)C2CC3CC(C2)CC1C3 (centres undefined) | -6 | 3 | 0 | -4 | 1 | 1 | 4 | 6 | 4
Nc1ccc([As](=O)(O)O)cc1 | 3 | 5 | -1 | -2 | -2 | -7 | 1 | -1 | 10
COc1cc(OC)c(OC)cc1CN1CCN(C(=O)COc2ccc3ccccc3c2)CC1 | -1 | 4 | 2 | 0 | -1 | 2 | 6 | 3 | -1

Full records as entered above.
Entry for COc1ccc(OCC#CCN2CCNCC2)cc1 = GSTO1 counter = -1; pPAFAH inh = 7; LYPLA2 counter = -4; PAD4 FP inh = -2; LYPLA1 inh = -1; PME-1 primary = -1; PAFAH1B3 inh = 4; PAFAH1B2 FP inh = 4; PAFAH2 FP inh = 5
Entry for COC(=O)C1=C(c2ccc3ccccc3c2)C[C@@H]2CC[C@H]1N2C(=O)NCc1ccco1 = GSTO1 counter = x; pPAFAH inh = 8; LYPLA2 counter = 5; PAD4 FP inh = -1; LYPLA1 inh = 0; PME-1 primary = -2; PAFAH1B3 inh = 8; PAFAH1B2 FP inh = 2; PAFAH2 FP inh = 1

Source: PubChem (The Scripps Research Institute Molecular Screening Center)

Only part of the results is shown; rates above refer to the full screens.
